Rat MKP-3 inhibitors: MKP-3 phosphatase inhibitors, primary screen, biochemical, rat enzyme, in vitro (AID 425). recombinant MKP-3 phosphatase activity, fluorescence; higher % means a stronger effect. inhibition, % at 20 µM, or IC50 in µM where a hit was titrated. 0.17% of 110,000 active; in the data active = inhibition above about 50%;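 note: plate controls were vehicle for no effect and reference inhibitor for full effect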
Hsp70 inhibitors: Hsp70 inhibitors, probe displacement, primary screen, biochemical, fluorescence polarization (AID 583); Hsp70 fluorescence polarization probe displacement, mP; higher % means a stronger effect; one-dose displacement, % at 20 µM; IC50 in µM for titrated hits; 0.06% of 140,000 active; in the data active = displacement above about 50%;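 note: plate controls were vehicle for no effect and reference ligand for full effect; a part of the inactive calls stands beside numbers as strong as those of hits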
Numbers without * were called inactive; . = not tested or not shown; & = joins results of further samples. These rows are one share of the data; the hit share may differ from the screen's.

SMILES	Rat MKP-3 inhibitors	Hsp70 inhibitors
COCCn1nnnc1C(C(C)C)N(Cc1ccccc1)Cc1cc2cc(OC)ccc2[nH]c1=O (stereo not drawn)	8%	-5.2%
Nc1nnnn1/N=C/C=C/c1cccc([N+](=O)[O-])c1	0%	-0.1%
Cc1c(NC(=O)c2ccco2)cccc1-c1nc2cccnc2s1	-9%	-2.4%
Clc1ccc(OCc2nc(-c3ccccn3)no2)c(Br)c1	-5%	0.7%
Cc1nc(C)c(C(=O)Nc2cccc(C)c2C)o1	7%	1.4%
CCN(CC)CCOc1ncnc2c1oc1ccccc12	-20%	4.6%
O=C(c1ccc(Br)o1)N1CCN(C(=O)c2ccc(Br)o2)CC1	1%	3.0%
Cc1cc(OCC(=O)Nc2ccc(F)cc2)ccc1Cl	4%	0.2%
N#C/C(=C\c1cccc2ccccc12)c1nc(-c2ccc(Br)cc2)cs1	0%	-7.0%
O=C(Nc1nccs1)NC1CCCCC1	-1%	-1.6%
Cc1ccc(-c2nc3s/c(=C/c4ccc(C(C)C)cc4)c(=O)n3n2)cc1	3%	-3.5%
O=C(NCc1ccc(F)cc1)C(c1ccccc1)N(CC1CCCO1)C(=O)Cn1nnc2ccccc21 (stereo not drawn)	.	3.7%
O=C1CCCCCN1Cc1nnc(SCc2nc3ccccc3s2)n1-c1ccccn1	-3%	-8.3%
CCC(COC(=O)Nc1cccc(C)c1C)NC(=O)OCC(C)C (stereo not drawn)	0%	3.1%
CC(=O)NC1(C2CCCCC2=O)CCCCC1 (stereo not drawn)	-11%	5.4%
CC(=O)NC(Cc1c[nH]c2ccccc12)C(=O)Nc1ccc2c(c1)OCO2 (stereo not drawn)	-5%	-3.6%
COc1ccc(NC(=O)Nc2nccs2)cc1	-14%	-2.3%
CCCOc1ccc(-c2nc(C#N)c(N3CCN(CC)CC3)o2)cc1	4%	8.1%
Cc1ccnc(NS(=O)(=O)c2ccc(NC(=O)c3cc(Cl)ccc3[N+](=O)[O-])cc2)n1	-1%	2.1%
CC(=O)Nc1ccccc1C(=O)N1CC(C)OC(C)C1 (stereo not drawn)	-17%&-4%	-0.5%&-2.7%
Cc1cc(C)nc(N(C#N)S(=O)(=O)c2ccccc2Cl)n1	-4%	2.2%
CCC(=O)N1CCc2cc(S(=O)(=O)CCC(=O)Nc3c(C)n(C)n(-c4ccccc4)c3=O)ccc21	-2%	4.7%
CCN=C1Cn2c(nc3scc(-c4ccccc4)c3c2=O)CN1CC	-5%	-4.8%
O=C(N/N=C/C(Cl)=C\c1ccccc1)c1cnccn1	.	-9.8%
C/C=C/Cn1c(N2CCCCCC2)nc2c1c(=O)[nH]c(=O)n2C	-2%	-0.3%
O=C1CC(N2CCN(S(=O)(=O)c3ccc(Cl)cc3)CC2)C(=O)N1CCc1ccccc1 (stereo not drawn)	6%	6.1%
CC(C)Oc1ccc(/C(O)=C2/C(=O)C(=O)N(Cc3cccnc3)C2c2ccco2)cc1 (stereo not drawn)	.	-3.4%
CCn1c(=O)[nH]c2cc(C(=O)N3CCN(c4ccccc4)CC3)ccc2c1=O	-8%	2.3%
COc1ccc(C=C2NC(=S)N(c3ccccc3)C2=O)c(OC)c1	-2%	0.5%
CCOc1cc(C2C(C(=O)OCC3CCCO3)=C(C)NC3=C2C(=O)CCC3)cc([N+](=O)[O-])c1O (stereo not drawn)	2%	3.9%
Cc1noc(C)c1COC(=O)C1(c2cccc(F)c2)CCCC1	-8%	1.4%
COc1ccc(C2C(C(=O)N3CCCC3)c3cc(OC)c(OC)cc3C(=O)N2C)cc1OC (stereo not drawn)	0%	-3.1%
CCOC(=O)CNC(c1ccccc1)c1cc(Br)ccc1NC(C)=O (stereo not drawn)	0%	4.3%
COc1ccc(C2C3=C(CCCC3=O)Nc3nc(C(F)(F)F)nn32)cc1OC (stereo not drawn)	1%	-1.8%
CC(C)Cc1nc(N2CCOCC2)c(C#N)c2c1CCC2	1%	2.1%
O=C(NC1CCCC1)c1cc(-c2cccs2)on1	-4%	1.2%
CCOC(=O)CC1C(=O)NCCN1C(=O)COc1ccc(Br)cc1C (stereo not drawn)	-14%	1.9%
CC(=O)Nc1ccc(C(=O)/C=C/c2ccc(/C=C/C(=O)c3ccc(NC(C)=O)cc3)cc2)cc1	4%	4.5%
COc1ccc(N2C(=O)NC(=O)/C(=C\c3ccc(Oc4ccc([N+](=O)[O-])cn4)cc3)C2=O)cc1	-6%	-1.4%
Cc1sc2nc(CN(Cc3cccs3)C(=O)NC3CCCCC3)[nH]c(=O)c2c1C	-11%	-0.7%

Three compounds out of the list, sorted by formula weight, highest first:
SMILES	Rat MKP-3 inhibitors	Hsp70 inhibitors
O=C(c1ccc(Br)o1)N1CCN(C(=O)c2ccc(Br)o2)CC1	1%	3.0%
COc1ccc(C=C2NC(=S)N(c3ccccc3)C2=O)c(OC)c1	-2%	0.5%
CCC(COC(=O)Nc1cccc(C)c1C)NC(=O)OCC(C)C (stereo not drawn)	0%	3.1%

Back to the main list with the 5 entries that preceded the break.
SMILES	Rat MKP-3 inhibitors	Hsp70 inhibitors
O=C(NC1CCCC1)c1cc(-c2cccs2)on1	-4%	1.2%
CCOC(=O)CC1C(=O)NCCN1C(=O)COc1ccc(Br)cc1C (stereo not drawn)	-14%	1.9%
CC(=O)Nc1ccc(C(=O)/C=C/c2ccc(/C=C/C(=O)c3ccc(NC(C)=O)cc3)cc2)cc1	4%	4.5%
COc1ccc(N2C(=O)NC(=O)/C(=C\c3ccc(Oc4ccc([N+](=O)[O-])cn4)cc3)C2=O)cc1	-6%	-1.4%
Cc1sc2nc(CN(Cc3cccs3)C(=O)NC3CCCCC3)[nH]c(=O)c2c1C	-11%	-0.7%
O=C1N=C(N2CCCCC2)S/C1=C\c1ccc2c(c1)OCO2	2%	3.4%
CC1=NN(c2ccccc2)C(=O)/C1=C/c1cc(C)n(C)c1C	3%	-1.4%
O=c1sc2ccccc2c(N2CCN(c3ccccc3)CC2)c1[N+](=O)[O-]	0%	0.6%
CCCC[n+]1ccn(C2=C([O-])c3ccccc3C(=O)/C2=N\S(=O)(=O)c2ccccc2)c1	.	6.9%
C/C(Cl)=C/Cn1c(NCCN(C)C)nc2c1c(=O)n(C)c(=O)n2C	-5%	1.8%
CC(C)=C1C(=O)NN(c2ccccc2)C1=O	0%	-5.4%
C/C=C/C(=O)N1c2ccc(OC)cc2-c2c(ssc2=S)C1(C)C	1%	-4.8%
NC(=O)C1CCCN(C(=O)NC2CCCCC2)C1 (stereo not drawn)	6%	1.0%
CC1(C)CC(=O)C=C(Nc2nc(-c3ccccc3)cs2)C1	1%	4.5%
Cc1cccc(OCc2nc(-c3ccccn3)no2)c1	-1%	-3.4%
CCCn1c(=N)n(CC(=O)C(C)(C)C)c2ccccc21	5%	7.1%
Cc1ccccc1OCC(=O)Nc1ccc2c3c(cccc13)CC2	21%	-1.1%
Cc1ccc(S(=O)(=O)CCC(=O)Nc2nc3c(s2)CCCC3)cc1	.	0.7%
Cc1c(Nc2ncnc3c2cnn3-c2ccccc2)c(=O)n(-c2ccccc2)n1C	-6%	4.5%
O=C(Nc1nc(-c2ccc3ccccc3c2)cs1)c1ccc(Cl)s1	1%	2.3%
Nc1nc2ccc(C(=O)NC3CCCCC3)cc2s1	-5%	-4.8%
COc1cccc(C(=O)N(Cc2ccccc2)Cc2cc3cc4c(cc3[nH]c2=O)OCCO4)c1	.	-0.4%
Cc1nc2sc3c(c2c(=O)o1)CC(C)(C)OC3	8%	1.6%
CCOC(=O)Cc1c(C)c2c(C)nn(-c3ccccc3)c2oc1=O	2%	6.1%
N#Cc1c(-c2ccc(F)cc2)nc2n(c1=O)CCS2	.	1.4%
Cn1c(=O)cc(OCCCC(=O)N2CCN(c3ccccn3)CC2)c2ccccc21	1%	-9.5%
O=C1C=C(Nc2ccc(O)cc2)CC(c2ccco2)C1 (stereo not drawn)	.	4.1%
O=C(Cc1ccccc1)Nc1ccc2nn(-c3ccc(Cl)cc3)nc2c1	0%	4.0%
COc1ccc(N2C(=O)C(Cl)=C(N(CCO)Cc3ccccc3)C2=O)cc1	-11%	-3.7%
Cc1ccc(C)c(S(=O)(=O)Nc2ccc3sc(C)nc3c2)c1	.	-3.2%
Cc1ccc(NC(=O)C(=O)N/N=C/c2cccs2)cc1	0%	-0.2%
O=C(c1cc2n(n1)C(C(F)(F)F)CC(c1cccs1)N2)N1CCN(C(c2ccccc2)c2ccccc2)CC1 (stereo not drawn)	4%	-2.5%
COc1cc(SC)ccc1C(=O)Nc1ccc(S(=O)(=O)N2CCCC2)cc1	-14%	-4.3%
O=C(O)CSCCCN1C(=O)c2cccc3cccc(c23)C1=O	0%	6.3%
CCN1CCCC1CNC(=O)c1cn(CC)c2ccc(S(=O)(=O)N3CCCCCC3)cc2c1=O (stereo not drawn)	0%	0.3%
CCOC(=O)C1C(=O)N(C(=O)c2cncc(Br)c2)CC1c1ccccc1 (stereo not drawn)	4%&-1%	4.7%&-2.3%
Cc1ccc(NC2=CC(=O)C(=O)c3ccccc32)cc1	.	5.8%
C=CCOc1ccc(/C=C/C(C)=N\O)cc1	-1%	-1.5%
Cc1cc(C(=O)Nc2ccccc2C#N)n(-c2ccccc2)n1	-9%	-1.5%
O=S(=O)(O)c1nnc2sc3ccccc3n12	-4%	-1.4%
Nc1nnc(CSCc2ccccc2)s1	-2%&-2%	3.4%
NS(=O)(=O)c1cc2c(cc1Cl)NC(C(Cl)Cl)NS2(=O)=O (stereo not drawn)	-6%	-2.6%
O=C(Nc1ccccc1C(=O)NCCO)c1ccccc1Cl	1%	0.9%
COc1cc(C2C3=C(Nc4c2c(=O)n(C)c(=O)n4C)c2ccccc2C3=O)cc(OC)c1OC (stereo not drawn)	3%	-1.8%
COc1ccc(Cl)cc1C(=O)NCc1ccccn1	4%	3.1%

In the list so far, 2 contain a CF3 group.
SMILES	Rat MKP-3 inhibitors	Hsp70 inhibitors
COc1ccc(C2C3=C(CCCC3=O)Nc3nc(C(F)(F)F)nn32)cc1OC (stereo not drawn)	1%	-1.8%
O=C(c1cc2n(n1)C(C(F)(F)F)CC(c1cccs1)N2)N1CCN(C(c2ccccc2)c2ccccc2)CC1 (stereo not drawn)	4%	-2.5%

Record cards (already shown). Screens in order: Rat MKP-3 inhibitors, Hsp70 inhibitors
O=C(Nc1ccccc1C(=O)NCCO)c1ccccc1Cl is listed with 1%, 0.9%
COc1cc(SC)ccc1C(=O)Nc1ccc(S(=O)(=O)N2CCCC2)cc1 is listed with -14%, -4.3%

Carrying on.
SMILES	Rat MKP-3 inhibitors	Hsp70 inhibitors
Cc1ccc(-n2nc3cc(Cl)c(NC(=O)c4ccco4)cc3n2)cc1	-6%	-6.4%
Cc1nc(NCCN2CCOCC2)c2oc3ccccc3c2n1	-10%	1.1%
Cc1cc(C)n(CC(O)Cn2c3ccc(Cl)cc3c3cc(Cl)ccc32)c(=O)n1 (stereo not drawn)	.	-0.1%
COc1cc(/C=C2\C(=O)NN(c3ccccc3)C2=O)ccc1OS(=O)(=O)c1ccccc1	4%	4.5%
CN(C)Cc1c(O)ccc2occ(C(O)c3ccccc3)c12 (stereo not drawn)	-16%	2.9%
COc1ccc(/C=C2/N=C(c3ccc(C)cc3)OC2=O)cc1Br	0%	6.7%
CCOc1ccc(OCc2cccc(C(=O)O)c2)cc1	-4%	6.7%
COC(=O)C1=C(C)Nc2ncnn2C1c1ccc(OC(=O)c2ccccc2)cc1 (stereo not drawn)	-1%	-1.1%
O=C(Nc1ccc2nn(-c3ccccc3)nc2c1)c1ccco1	.	-2.4%
O=C1CSC(c2ccccc2F)N1Cc1ccccc1 (stereo not drawn)	3%	-2.9%
C=CCC(NCCCO)c1cccc(OC)c1OC (stereo not drawn)	2%	-3.7%
Cc1nc2ncnn2c(C)c1CCC(=O)N1CCOCC1	4%	-2.5%
Cc1cc(C)c(C)c(S(=O)(=O)N2CCN(C(=O)c3cc(=O)[nH]c4ccccc34)CC2)c1C	.	2.6%
O=C(O)c1ccccc1SCc1ccc2c(c1)OCO2	-9%&4%	4.0%&-1.4%
O=C(NCc1ccccc1)c1cnc(-c2ccccn2)nc1C(F)(F)F	.	-1.9%
CN1/C(=C\P(=O)(N(C)C)N(C)C)C(C)(C)c2ccccc21	-9%	4.2%
O=C(O)c1cccc([N+](=O)[O-])c1C(=O)Nc1ccc(Cl)cn1	-4%	2.4%
CCOCCOC(=O)c1ccc(NC(=O)c2cncc(Br)c2)cc1	-3%	-0.2%
COc1ccc(CCN2C(=O)C(O)=C(C(C)=O)C2c2ccccc2OC)cc1OC (stereo not drawn)	.	2.3%
Cc1ccc(NC(=O)CN(C)C(=O)CSc2nc3ccccc3c(=O)n2Cc2ccco2)cc1	.	0.6%
Cc1ccc2c(c1)C(C)CC(C)(C)N2C(=O)NC1CCCCC1 (stereo not drawn)	.	-1.8%
CN(C)S(=O)(=O)c1cccc(C(=O)NC2CCCc3ccccc32)c1 (stereo not drawn)	.	2.9%
CCCn1c(=O)c2ccccc2n2c(SCC(=O)c3ccc(F)cc3)nnc12	-4%	3.9%
CCN(CC)S(=O)(=O)c1ccc(NC(C)=O)cc1	2%	0.1%
Nc1ccc2nc(-c3cccs3)[nH]c2c1	.	0.7%
O=C(O)C1CCCN1C(=O)Oc1ccccc1 (stereo not drawn)	-1%&2%	-1.1%&2.9%
O=C1CN(S(=O)(=O)c2ccc(F)cc2)CC(=O)N1CCc1ccccc1	2%	0.3%
Cc1ccc(NC2CC(=O)N(c3ccc(C)cc3)C2=O)cc1 (stereo not drawn)	0%	0.2%&-0.6%
CCOC(=O)c1cccc(NC(=O)CN2CCN(c3ccc(OC)cc3)CC2)c1	2%	-0.3%
COc1ccc(C2NCCc3cc(OC)c(OC)cc32)cc1OC (stereo not drawn)	-19%	3.3%
